# TGFb inhibitor – qHTS for Inhibitors of TGF-b. HepG2 CAGA-GFP TGF-b/SMAD3 reporter, GFP fluorescence, 18 h; TGF-beta stimulated, 500 pg/mL final. Potency, µM (titrated, usually from 46.1 µM), for inactives: top-dose activity, negative = inhibition, usual class: inhibitors. actives 1.2% (n = 410,000). AID 588855, 2011; note: potency is the fitted concentration of half-maximal effect; % is set by controls: 0 for no effect and ±100 for the full control effect; nearly all actives have a fitted effect of over 65% in size
#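 HEPG2 CAGA-GFP, 1000 cells/well; 2 h settle, 37 C; cpd via pin tool; TGF-b 500 pg/mL final; 18 h, 37 C; GFP imaging ex488/em500-530; %Activity normalised to -TGF-b and +DMSO controls; CRC fit, curve class.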
# Akt phos inh – HTS Assay for Inhibitors of Akt Phophorylation: Primary Screen; Neuro2A IGF-stimulated pAkt S473 HTRF, 20 min; hits give low values; activity change, % for hits at 50 µM; actives 0.32% (n = 360,000); in the data active = activity change below about -80%; inconclusive = mostly about -51% to -80%; note: % is set by controls: 0 for no effect and ±100 for the full control effect
#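 Neuro2A cells in DMEM with 0.5% FBS, overnight at 37 deg C, given compound at single 50 µM final, then IGF (6 nM final) for 20 min at 37 deg C. Lysed; phospho-Akt Ser473 by HTRF after 24 h, 665/615 ratio.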
# HepG2 tox – qHTS for Inhibitors of TGF-b: Cytotox Counterscreen. HepG2 CAGA-GFP viability, ATP luminescence, 18 h. actives 0.76% (n = 410,000). Potency, µM (series often up to 46.1 µM), for inactives: top-dose activity change, negative = cytotoxicity, usual class: cytotoxic; note: potency is the fitted concentration of half-maximal effect; some results filed as inactive show a strong effect at the top dose
#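 HepG2 CAGA-GFP cells (1000/well, DMEM with 1% FBS) received compound, then TGF-beta at 500 pg/mL final, and were incubated 18 hours at 37 degrees C. Viability was read by CellTiter-Glo luminescence. Media-only wells were set as complete cell-killing and DMSO as no toxicity.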
# A549 viability – Nrf2 qHTS screen for inhibitors: counterscreen for cytotoxicity. A549 ARE-Fluc cells, CellTiter-Fluor viability, 18-24 h. Potency, µM (doses to about 46 µM), for the others: at the highest dose activity change, negative = cytotoxicity, hits mostly inhibitors. actives 0.16% (n = 390,000). AID 504648, 2011; note: potency is the fitted concentration of half-maximal effect; % is set by controls: 0 for no effect and ±100 for the full control effect
#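 Cytotoxicity counterscreen: CellTiter-Fluor fluorescence was measured in A549 ARE_Fluc cells after 18-24 h of compound exposure in a concentration series. The subsequent BugLite luminescent read reports ARE-luciferase activity.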
# Nrf2 block – Nrf2 qHTS screen for inhibitors. A549 ARE-Fluc reporter, luciferase luminescence, 18-24 h. Potency, µM (titrated, usually from 46 µM), inactives show top-dose activity change, negative = inhibition, most hits filed as inhibitors. actives 2.1% (n = 360,000). AID 504444, 2011; note: potency is the fitted concentration of half-maximal effect; % is set by controls: 0 for no effect and ±100 for the full control effect; nearly all actives have a fitted effect of over 60% in size
#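 Two sequential reads on A549 ARE_Fluc cells exposed to compound for 18-24 h: a CellTiter-Fluor fluorescence read for viability, then a luciferase luminescence read for Nrf2/ARE activity.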
# MmCpn inh – Inhibitors of TCP-1 ring complex (TRiC) of Methanococcus maripaludis (MmCpn): qHTS. actives 0.031% (n = 330,000). Potency, µM (highest dose often 76.9 µM), inactives show at the top dose activity, negative = inhibition, usual class: inhibitors. purified Mm-Cpn ATPase, ADP Transcreener TR-FRET. Chaperonin Mm-Cpn (Methanococcus maripaludis); note: potency is the fitted concentration of half-maximal effect; % is set by controls: 0 for no effect and ±100 for the full control effect; nearly all actives have a fitted effect of over 80% in size
#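 Purified archaeal Mm-CPN (25nM final) preincubated 10 min at 37degC with compound, then 10uM ATP for 30 min at 37degC; ADP measured by HTRF Transcreener TR-FRET; buffer 30 mM TRIS pH 7.4, 100mM KCl, 5mM MgCl2, 1mM DTT.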
# CCT chaperon mod – High-Throughput Screening for Modulators of Cytosolic Chaperonin Activity; purified chaperonin ATPase assay, HTRF ADP detection, 30 min; activity change, % (concentration not given with the values), hits read low; actives 0.3% (n = 360,000); AID 651819, 2012; in the data active = activity change below about -30%; note: % is set by controls: 0 for no effect and ±100 for the full control effect
#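 TRiC at 40 or 20 nM final (batch-dependent) in 30 mM Tris pH 7.4, 100 mM KCl, 5 mM MgCl2, 1 mM DTT, with compound at single 76 uM and 10 uM ATP, 30 min at 37 deg C. ADP detected by HTRF Transcreener, 665/615 ratio.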
# S2 tox – Viability Counterscreen for Primary qHTS for Inhibitors of ATXN expression; S2 cells (HEK-293 line with an ATXN2-luciferase reporter) viability, CellTiter-Fluor protease fluorescence, 24 h; Potency, µM (series often up to 56.7 µM), usual class: cytotoxic; actives 0.49% (n = 400,000); AID 651635, 2014; note: potency is the fitted concentration of half-maximal effect; nearly all actives have a fitted effect of over 40% in size
# Nrf2 ARE act – qHTS of Nrf2 Activators | actives 0.31% (n = 410,000) | AREc32 ARE-luciferase reporter (MCF7-derived line), luminescence, 24 h | Potency, µM (series often up to 46.1 µM), for inactives: at the top dose activation, most hits filed as activators | AID 624171, 2012; note: potency is the fitted concentration of half-maximal effect; % of control where 0% means no effect; nearly all actives have a fitted effect of over 65% in size
#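 Reporter line AREc32 (ARE-Fluc), seeded overnight in OPTI-MEM with 5% FBS; compound pin-transferred, 24 hr at 37 deg C, 5% CO2; luminescent read-out.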
# * marks the source's active call; other numbers are inactive results; i = inactive; u = inconclusive; x = no result given; [ ] = dose if it differs, or a comment. Unless noted, calls come from the whole dose curve; as a rule, active = well fitted curve in the direction sought with a large enough effect; inconclusive = small, poorly fitted or top-dose-only effect, or another doubt; inactive = no such curve, though single readings can be large; an effect the other way counts as inactive or inconclusive. Compounds as they come; any-hit rate near 4.4%.
# Every second line gives: TGFb inhibitor, Akt phos inh, HepG2 tox, A549 viability, Nrf2 block, MmCpn inh, CCT chaperon mod, S2 tox, Nrf2 ARE act
- C[C@H](NC(=O)c1ncn(Cc2ccccc2)c1C(=O)N[C@@H](C)c1ccccc1)c1ccccc1
    0%, i, -17%, -1%, -18%, 2%, -2.8, i, 0.9%
- CCOCCn1ccc2c(OCC(=O)Nc3cc(OC)ccc3OC)cccc2c1=O
    2%, i, 5%, -9%, u, 0%, -0.8, u, -0.8%
- O=C(CSc1nnc(CNC(=O)c2ccco2)o1)Nc1ccccc1C(F)(F)F
    -4%, i, 1%, 0%, 7%, 2%, -1.1, i, -0.3%
- Nc1nc(SCC(=O)Nc2ccc(Br)cc2Br)n[nH]1
    7%, i, -1%, 10%, -11%, 3%, -1.0, i, -0.2%
- O=C(Cc1n[nH]c(=O)c2ccccc12)NCc1ccc(Cl)cc1
    3%, i, -17%, 3%, -8%, -5%, -5.0, i, -0.9%
- N#Cc1nc(Cc2cccc3ccccc23)oc1N1CCC(C(N)=O)CC1
    2%, i, 1%, 0%, -26%, 1%, -0.2, i, 0.1%
- Cc1cc(F)ccc1NCc1ccccc1-c1nnc(-c2ccccc2Cl)o1
    u, x, -8%, 2%, 17%, x, x, u, 0.6%
- CC1CCN(S(=O)(=O)c2ccc3nc(N4CCN(c5ccc(F)cc5)CC4)ccc3c2)CC1
    6%, x, 4%, 6%, 19%, x, x, i, -0.9%
- CC(Sc1nnc(-c2ccc(Cl)cc2)n1C)C(N)=O (stereo unspecified)
    2%, i, -3%, -1%, 21%, 1%, -0.5, i, -0.7%
- O=C(NCc1ccccc1C(F)(F)F)C1CC(c2ccc(C(F)(F)F)cc2)=NO1 (stereo unspecified)
    -17%, i, -35%, 2%, u, 0%, -2.5, i, 0.5%
- CSc1nnc(-c2ccc(S(=O)(=O)N3CCCC3)cc2)n1C
    3%, x, 0%, 1%, 1%, 1%, 0.4, i, -1.0%
- N/C(=N\S(=O)(=O)c1ccccc1)c1ccc([N+](=O)[O-])cc1
    -17%, i, -16%, -2%, -9%, 0%, -1.2, i, -0.7%
- COc1ccc(OCC(O)Cn2ccnc2C)cc1 (stereo unspecified)
    -3%, i, -10%, -1%, 5%, 0%, 1.0, i, -0.2%
- CC1CCCN(Cc2c(O)ccc3c(=O)c(-c4ccc(Cl)cc4)c(C(F)(F)F)oc23)C1 (stereo unspecified)
    6%, x, -1%, 1%, 7%, x, x, i, 1.2%
- O=C(Nc1ccccc1NS(=O)(=O)c1ccc(F)cc1)C1CCCC1
    6%, i, -22%, 4%, -3%, 1%, -4.9, i, -0.3%
- C/C(=C\c1ccccc1)CN1CCN(C(C)C)C(CCO)C1 (stereo unspecified)
    -3%, i, 0%, 8%, 3%, 4%, -0.2, i, 0.2%[9.22 µM]
- CCOC(=O)c1nnc2c(-c3ccc(OC)cc3)c(C)nn2c1N
    1%, x, -5%, 5%, 14%, x, x, i, 0.0%
- CS(=O)(=O)N1CCC(C(=O)Nc2ccc(F)c(Cl)c2)CC1
    1%, i, 17%, 0%, -3%, 0%, 0.8, i, -0.6%
- O=C(COC(=O)c1c(Cl)cccc1Cl)NC1CCCCCCC1
    u, i, -39%, 14%, 0%, -3%, -1.1, i, -0.1%
- Cc1ccccc1N1CCN(C2CCCN(C(=O)c3cn4c(C)cccc4n3)C2)CC1 (stereo unspecified)
    -24%, i, -13%, 2%, 4%, -1%, -1.0, u, -0.6%
- Cc1ccc(C(=O)NCCC(=O)N2CCC3(CC2)NCCc2[nH]cnc23)cc1
    17%, i, -2%, 4%, 14%, -2%, -2.8, u, -0.3%
- CCSc1ccc(-c2cc(NC=O)c3ncc(-c4cc(OC)c(OC)c(OC)c4)n3c2)cc1
    -20%, i, -20%, x, x, x, -0.4, u, 11%
- O=C1CS(=O)(=O)N(Cc2ccc(F)cc2)c2ccccc21
    u, i, -5%, 0%, 19%, -2%, -0.3, i, 2.5%
- CCCCCCSc1ccc([C@@H]2[C@H]3C(=O)N(CC)C(=O)[C@H]3[C@]3(C(=O)OC)CCCCN23)cc1
    1%, i, -19%, 14%, -19%, 0%, -1.8, i, 0.5%
- CCC(=O)N1c2ccc(S(=O)(=O)NCc3ccccc3)cc2CC1C (stereo unspecified)
    2%, i, 0%, -2%, -14%, 0%, -0.5, i, -0.7%
- COc1ccc(C(CNC(=O)CCOc2ccccc2)N(C)C)cc1 (stereo unspecified)
    -1%, i, -26%, 7%, 12%, 0%, -2.7, i, 2.1%
- O=C(CNc1ccccc1F)N/N=C/C1CC=CCC1 (stereo unspecified)
    -2%, i, 14%, -1%, 0%, 2%, 0.1, i, 0.4%
- CNC(=S)N1CCN(c2ccc(Cl)c(Cl)c2)CC1
    -16%, i, -23%, 2%, u, -1%, -0.4, i, 2.4%
- Cc1ccc(NC(=O)/C=C/c2ccc(C)o2)c(C)c1
    1%, x, -2%, 1%, 18%, x, x, i, 9.8%
- Cc1c(Cl)cccc1NC(=S)NCc1cccs1
    -22%, i, -2%, 7%, 7%, -1%, -1.5, i, -0.4%

# Continued; the last 2 above are carried over.
# Every second line gives: TGFb inhibitor, Akt phos inh, HepG2 tox, A549 viability, Nrf2 block, MmCpn inh, CCT chaperon mod, S2 tox, Nrf2 ARE act
- Cc1ccc(NC(=O)/C=C/c2ccc(C)o2)c(C)c1
    1%, x, -2%, 1%, 18%, x, x, i, 9.8%
- Cc1c(Cl)cccc1NC(=S)NCc1cccs1
    -22%, i, -2%, 7%, 7%, -1%, -1.5, i, -0.4%
- CCOC1=C2[C@@H](CN(S(=O)(=O)c3ccc(C)cc3)[C@H]2c2cccs2)[C@H]2C(=O)N(c3ccccc3)C(=O)[C@H]2C1
    -22%, i, 0%, x, x, x, 1.0, i, -0.9%
- Cc1ccc(NC(=O)c2cc(S(=O)(=O)c3ccccc3)ccc2Cl)cc1
    u, i, -23%, -4%, u, 4%, 0.1, i, 5.0%
- S=C1NCCOCCOCCOCCNC(=S)NCCOCCOCCOCCN1
    3%, i, 3%, 2%, 19%, -1%, 1.4, i, -0.8%
- CC(=O)Nc1nc(-c2ccc3c(c2)CCO3)cs1
    -7%, i, -4%, -10%, 13%, -3%, 2.8, i, 5.6%
- O=C(NCc1cn2ccsc2n1)c1c(F)cccc1Cl
    1%, i, 1%, -22%, -3%, 1%, -1.0, i, 1.1%
- CN(N=Cc1ccccc1O)c1ccc2ccccc2n1
    0%, i, -4%, x, x, x, -0.2, i, 4.5µM*
- CCN(CC)CCP(=O)(c1ccccc1)c1ccccc1
    10%, i, 11%, 4%, -6%, 2%, -1.0, i, 0.4%
- Cc1ccc(S(=O)(=O)N2C[C@@H](C)[C@]3(C2)[C@H](O)[C@H](OC(=O)NCc2ccco2)C[C@H]2C(=O)N(c4ccccc4)C(=O)[C@H]23)cc1
    13%, i, 6%, x, x, x, -0.4, i, -0.5%
- COc1ccc(C2CC(c3ccc(Br)cc3)Nc3nc(N)nn32)cc1 (stereo unspecified)
    u, i, 2%, -3%, 12%, -1%, -2.2, i, 0.1%
- COc1ccc(-c2cc(C(=O)NCc3ccco3)c3ccccc3n2)c(OC)c1
    -1%, i, -11%, 7%, -6%, -2%, -1.1, i, 8.6%
- O=C(O)c1ccc(NC(=S)NC(=O)c2ccc(-c3ccccc3)cc2)cc1
    9%, i, 4%, -10%, 27%, 3%, 2.2, i, 0.0%
- O=C1CC(c2ccccc2)Cc2nc(N3CCc4ccccc4C3)ncc21 (stereo unspecified)
    2%, i, -13%, x, u, -3%, 1.7, i, 3.5%
- COc1cc(C(C(=O)NC(C)(C)C)N(C(=O)CNC(=O)c2cccs2)c2cccnc2)cc(OC)c1OC (stereo unspecified)
    -21%, i, -28%, -4%, -3%, -4%, -2.4, i, -0.7%
- COC(=O)c1ccc(CSc2nnnn2Cc2ccccc2)cc1
    23%, i, -10%, 7%, u, 1%, -0.5, i, 0.1%
- O=C(/C=C/c1ccc(F)cc1)NCCc1ccc2c(c1)OCCO2
    0%, i, -8%, -6%, 15%, -3%, -1.9, i, 0.4%
- O=C(CCNS(=O)(=O)c1ccc(Cl)cc1)NCc1cccs1
    -4%, i, -12%, 7%, 0%, 4%, -1.6, i, -0.4%
- CN(C)C(CNC(=O)c1ccc2[nH]c(=O)c(=O)[nH]c2c1)c1ccco1 (stereo unspecified)
    2%, i, -9%, 8%, 1%, 1%, -0.7, i, 4.7%
- Cc1nc(N2CCN(c3ccccc3O)CC2)c2c(-c3ccccc3)csc2n1
    -4%, i, -1%, -21%, u, -1%, -1.0, u, 3.3%
- CCc1cc2cc(C(=O)Nc3ccc(F)cc3)sc2s1
    -3%, i, -13%, 1%, 26%, -15%, 0.0, i, 0.0%
- CC1CCN(S(=O)(=O)c2ccc3c(c2)N(CC(=O)NCCCOC(C)C)C(=O)CS3)CC1
    -1%, i, 4%, -4%, 11%, -4%, -1.5, i, -2.3%
- CC(C)CCNC(=O)NC(=O)CSc1ncccn1
    1%, i, 2%, -5%, 1%, -2%, -1.2, i, -0.9%
- O=C(CCC(=O)Nc1ccc(F)cc1)N/N=C/c1cccnc1
    8%, i, 2%, -3%, -1%, 0%, 0.1, i, 0.2%
- O=C(Cc1c(O)c2ccccc2oc1=O)c1ccc(C(F)(F)F)cc1
    2%, i, -3%, 2%, 7%, -3%, -3.6, i, 0.2%
- CCOC(=O)c1ccc(N2C(=O)c3n[nH]c(C)c3C2c2ccccc2OC)cc1 (stereo unspecified)
    u, x, -41%, -2%, 8.2µM*, x, x, u, 5.1%

# Compound activity deposited in PubChem BioAssay by National Center for Advancing Translational Sciences (NCATS).
